Screening data from PubChem BioAssay.
HTR5A ag ctr: activates human HTR5A in OPRM1-OPRD1 agonist counter-screen; HTR5A agonist assay, luminescence, cell-based; activation, % at 9.3 µM; actives 0.61% (n = 340,000); AID 504692; in the data active = activation mostly above about 9.5%, no sharp cut-off; inactive = mostly below about 7.6%;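 also: 0% = cells with vehicle only and 100% = reference agonist; strong numbers were not always called active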
Target sequence (P47898 whole entry, looked up): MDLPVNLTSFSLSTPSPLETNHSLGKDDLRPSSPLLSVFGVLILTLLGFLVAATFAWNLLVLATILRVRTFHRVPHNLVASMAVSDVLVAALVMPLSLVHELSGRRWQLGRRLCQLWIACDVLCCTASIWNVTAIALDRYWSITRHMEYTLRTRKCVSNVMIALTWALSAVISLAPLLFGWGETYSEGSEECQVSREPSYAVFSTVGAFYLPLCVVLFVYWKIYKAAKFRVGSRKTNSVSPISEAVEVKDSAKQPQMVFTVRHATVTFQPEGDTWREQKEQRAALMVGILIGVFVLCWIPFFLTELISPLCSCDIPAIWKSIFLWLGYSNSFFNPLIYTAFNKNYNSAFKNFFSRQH
RTF Ca sens act: cardiac RTF calcium sensitization; P19429+P45379; IANBD-labeled TnC RTF fluorescence at EC20 calcium; 0% EC20 calcium, 100% full calcium; activation, % at 7.2 µM; actives 0.24% (n = 340,000);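 active = activation above the mean over all tested compounds plus 3 SD, cut at about 30% in these data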;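 also: rise in fluorescence read as greater calcium sensitivity of cardiac thin filaments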
SR-BI HDL uptake: blocks mouse SR-BI lipid uptake from DiI-HDL; Q61009; ldlA[mSR-BI] CHO cells, DiI-HDL uptake fluorescence, 3 h; inhibition, % at 12.5 µM; actives 0.96% (n = 320,000); AID 488896;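 active = mean replicate inhibition of at least 70% and a set share of replicates each scoring 70 or more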;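 also: 0% = median of neutral control wells and 100% = median of positive control wells; values of inactives mirror those of a sister screen read the other way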
CDK5 inh: blocks human CDK5/p35 kinase activity; Q00535+Q15078; actives 0.01% (n = 330,000); Recombinant CDK5/p35, ADP-Glo luminescence, 60 min; inhibition, % at 10 µM;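 active = highest replicate inhibition of at least 50% and at least 75% of replicates reaching 50%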;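 also: plate controls were DMSO neutral control for no effect and GW8510 at 10 µM for full effect; many of its hits are not listed in these tables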
Target sequence (Q00535 whole entry, looked up): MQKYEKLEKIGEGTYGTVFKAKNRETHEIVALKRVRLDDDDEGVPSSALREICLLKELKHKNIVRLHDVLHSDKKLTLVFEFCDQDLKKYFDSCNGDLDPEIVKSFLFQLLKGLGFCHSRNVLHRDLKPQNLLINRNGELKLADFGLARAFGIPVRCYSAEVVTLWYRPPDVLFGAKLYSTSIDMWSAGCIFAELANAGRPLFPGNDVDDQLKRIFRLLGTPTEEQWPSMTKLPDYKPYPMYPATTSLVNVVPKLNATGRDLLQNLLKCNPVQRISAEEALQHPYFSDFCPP
Target sequence (Q15078 whole entry, looked up): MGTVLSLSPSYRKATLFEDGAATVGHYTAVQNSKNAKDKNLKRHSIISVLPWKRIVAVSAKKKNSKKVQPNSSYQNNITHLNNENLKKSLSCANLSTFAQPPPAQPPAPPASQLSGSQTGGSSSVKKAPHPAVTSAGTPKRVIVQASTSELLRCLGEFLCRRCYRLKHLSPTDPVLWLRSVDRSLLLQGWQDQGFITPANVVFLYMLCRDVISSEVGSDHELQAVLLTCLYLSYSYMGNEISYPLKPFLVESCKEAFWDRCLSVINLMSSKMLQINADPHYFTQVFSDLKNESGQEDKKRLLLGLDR
dFosB activator: mouse delta FosB homodimer activation | P13346 | activation, % at 25 µM | purified delta FosB, TAMRA-CDK5 oligo fluorescence polarization; percent of positive-control signal above neutral wells | actives 0.99% (n = 340,000) | AID 493131;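 active = mean activation above about 17%, with every replicate also reaching it, limit read from the data, passing the limit was not always enough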;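 also: fluorescence polarization rise as delta FosB binds a TAMRA Cdk5 AP-1 oligo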
MITF act: MITF TRPM1 promoter activation in melanoma cells; SK-MEL-5 TRPM1-promoter luciferase, 24 h; % of positive control, neutral wells = 0; activation, % at 12.5 µM; actives 0.75% (n = 300,000); AID 588334;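 active = mean activation of at least 80% with every replicate also reaching 80%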;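 also: 0% = neutral control wells and 100% = parthenolide positive control wells; values of inactives mirror those of a sister screen read the other way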
Rtt109 Vps75: C. albicans Rtt109 histone acetyltransferase inhibition; purified Rtt109/Vps75, ThioGlo CoA-SH fluorescence, 4 h; actives 0.16% (n = 330,000); AID 540336; Q5AAJ8; inhibition, % at 34.9 µM;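 active = inhibition of at least 50% in every replicate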
Wnt bcat act: activates Wnt/beta-catenin signaling in a reporter cell assay; activator, plate reader; activation, % at 9.35 µM; actives 1.2% (n = 300,000); in the data active = activation above about 30%, passing the limit was not always enough;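 also: 0% = neutral control wells and 100% = positive control wells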
SR-BI DiI-HDL act: SR-BI HDL lipid transfer activation; CHO ldlA[mSR-BI] cells, DiI-HDL uptake fluorescence, 3 h; 100 = double the neutral-control signal; activation, % at 12.5 µM; actives 0.096% (n = 320,000); AID 504775;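 active = mean replicate activation of at least 60% and every replicate at or above 60%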;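 also: 0% = median plate neutral-control signal and 100% = twice that signal; values of inactives mirror those of a sister screen read the other way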
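Assay system: CHO ldlA[mSR-BI] cells, LDL receptor-null, SR-BI overexpressing; medium: Ham's F12 with 0.5% BSA, HEPES 25 mM, pH 7.4; also added: DiI-HDL 10 µg/mL; timing: 3 h uptake period with compound, 37 °C; signal: DiI fluorescence, bottom read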
PvdQ inh: blocks Pseudomonas aeruginosa PvdQ acylase activity | purified PvdQ acylase, fluorescence plate reader | inhibition, % at 10 µM | actives 0.063% (n = 340,000) | AID 488965; in the data active = inhibition above about 30%, passing the limit was not always enough;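 also: 0% = vehicle neutral wells and 100% = reference inhibitor wells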
An asterisk follows results filed as active.

For OCCNCCO the results were HTR5A ag ctr -2, RTF Ca sens act 4, SR-BI HDL uptake -16, CDK5 inh 0.8, dFosB activator 3, MITF act 8, Rtt109 Vps75 -3, Wnt bcat act -1, SR-BI DiI-HDL act 16 and PvdQ inh -8.
`O=C1CCCC2=C1Sc1ccccc1N2` gave SR-BI HDL uptake -11, CDK5 inh -5.1, dFosB activator -5, Rtt109 Vps75 3, Wnt bcat act 15, SR-BI DiI-HDL act 11 and PvdQ inh -18.
For CCOC(=O)/C(C#N)=C1/C=C(C)NC(c2ccccc2O)=N1 the results were HTR5A ag ctr 4, RTF Ca sens act 1, SR-BI HDL uptake 6, CDK5 inh 1.4, dFosB activator -2, MITF act -46, Rtt109 Vps75 6, Wnt bcat act 6, SR-BI DiI-HDL act -6 and PvdQ inh -3.
Cn1cc([N+](=O)[O-])c(C(=O)N2CCN(Cc3ccc4c(c3)OCO4)CC2)n1 was read as HTR5A ag ctr 13, RTF Ca sens act 0, SR-BI HDL uptake -4, CDK5 inh -4.5, dFosB activator 1, MITF act -10, Rtt109 Vps75 14, Wnt bcat act -1, SR-BI DiI-HDL act 4 and PvdQ inh 16.
Screening COc1ccc(CCN(Cc2nc3ccccc3c(=O)[nH]2)C(=O)C2CC2)cc1 returned HTR5A ag ctr 9, RTF Ca sens act -3, SR-BI HDL uptake -15, CDK5 inh -0.6, dFosB activator -6, MITF act 8, Rtt109 Vps75 -7, Wnt bcat act -1, SR-BI DiI-HDL act 15 and PvdQ inh 7.
For CC(=O)c1c(O)c2ccccc2n(C(C)C)c1=O the results were HTR5A ag ctr -1, RTF Ca sens act 3, SR-BI HDL uptake -9, CDK5 inh -2.5, dFosB activator -9, MITF act -14, Rtt109 Vps75 -1, Wnt bcat act -1, SR-BI DiI-HDL act 9 and PvdQ inh -9.
Screening CC(C)NC(=O)c1ccc(CN2CCc3ccccc3C2)cc1 returned HTR5A ag ctr 2, RTF Ca sens act -1, SR-BI HDL uptake -6, CDK5 inh 0.6, dFosB activator 9, MITF act -12, Rtt109 Vps75 -3, Wnt bcat act -1, SR-BI DiI-HDL act 6 and PvdQ inh 1.
`COc1ccccc1NC(=O)C1CCN(S(C)(=O)=O)CC1` gave HTR5A ag ctr -2, RTF Ca sens act -2, SR-BI HDL uptake -4, CDK5 inh 0.6, dFosB activator 0, MITF act -3, Rtt109 Vps75 7, Wnt bcat act 1, SR-BI DiI-HDL act 4 and PvdQ inh 1.
Screening COC(=O)Cc1c(C)c2ccc(OCC(=O)NCc3ccc4c(c3)OCO4)cc2oc1=O returned HTR5A ag ctr -2, RTF Ca sens act 0, SR-BI HDL uptake -40, CDK5 inh 1.0, dFosB activator -6, MITF act -4, Rtt109 Vps75 16, SR-BI DiI-HDL act 40 and PvdQ inh 8.
For CCN1CCN(C(c2cccs2)C(C)NC(=O)c2ccccc2OC)CC1 (configuration not stated) the results were HTR5A ag ctr -3, RTF Ca sens act 0, SR-BI HDL uptake 6, CDK5 inh -1.8, dFosB activator 6, MITF act 3, Rtt109 Vps75 6, Wnt bcat act 1, SR-BI DiI-HDL act -6 and PvdQ inh 3.
`O=C(CNC(=O)c1ccco1)NCC(=O)OCc1ccc(Cl)cc1` gave HTR5A ag ctr 1, RTF Ca sens act 5, SR-BI HDL uptake 3, CDK5 inh -1.0, dFosB activator 0, MITF act -10, Rtt109 Vps75 -1, SR-BI DiI-HDL act -3 and PvdQ inh -2.
For CCOc1ccc(CCNC(=O)CS(=O)(=O)Cc2nc(-c3ccc(OC)cc3)oc2C)cc1 the results were HTR5A ag ctr -1, RTF Ca sens act -7, SR-BI HDL uptake 28, CDK5 inh 0.6, dFosB activator -1, MITF act -8, Rtt109 Vps75 21, Wnt bcat act -1, SR-BI DiI-HDL act -28 and PvdQ inh 2.
CCOc1ccccc1OCCCCCc1c(C)n[nH]c1C was read as HTR5A ag ctr -3, RTF Ca sens act 2, SR-BI HDL uptake 6, CDK5 inh 1.6, dFosB activator -9, Rtt109 Vps75 -2, SR-BI DiI-HDL act -6 and PvdQ inh -15.
Screening Cc1nc(C)n(C(C)CNS(=O)(=O)c2ccc(Cl)cc2)n1 (configuration not stated) returned HTR5A ag ctr -3, RTF Ca sens act 2, SR-BI HDL uptake -16, CDK5 inh -1.5, dFosB activator 2, MITF act -4, Rtt109 Vps75 2, Wnt bcat act -4, SR-BI DiI-HDL act 16 and PvdQ inh -5.
Screening CNc1nc(SCc2ccccc2)nc(N2CCOCC2)n1 returned HTR5A ag ctr -2, RTF Ca sens act 1, SR-BI HDL uptake 30, CDK5 inh -3.7, dFosB activator 0, MITF act 4, Rtt109 Vps75 -16, SR-BI DiI-HDL act -30 and PvdQ inh -1.
COc1cc(-c2nc(S(=O)(=O)c3ccc(C)cc3)c(N3CCOCC3)o2)cc(OC)c1OC was read as HTR5A ag ctr 5, RTF Ca sens act -4, SR-BI HDL uptake 2, CDK5 inh -1.5, dFosB activator -5, MITF act -11, Rtt109 Vps75 2, SR-BI DiI-HDL act -2 and PvdQ inh -14.
For Cc1cccc(NC(=O)CCCn2c(=S)[nH]c3ccccc3c2=O)c1 the results were HTR5A ag ctr -3, RTF Ca sens act -4, SR-BI HDL uptake 13, CDK5 inh -1.2, dFosB activator 25*, MITF act -11, Rtt109 Vps75 -5, Wnt bcat act -3, SR-BI DiI-HDL act -13 and PvdQ inh -8.
For COCCCn1c(SCC(=O)N2CCc3ccccc32)nnc1-c1ccco1 the results were HTR5A ag ctr 4, RTF Ca sens act 1, SR-BI HDL uptake 7, CDK5 inh 0.3, dFosB activator -8, Rtt109 Vps75 4, SR-BI DiI-HDL act -7 and PvdQ inh -19.
Screening COc1ccc(NC(=O)CCNS(=O)(=O)c2ccccc2F)cc1S(N)(=O)=O returned HTR5A ag ctr 8, RTF Ca sens act 1, CDK5 inh -1.0, dFosB activator 1, MITF act 5, Rtt109 Vps75 -11, Wnt bcat act -1 and PvdQ inh -12.
`CCOC(=O)c1cn[nH]c1NC(=S)Nc1ccc(OC)cc1` gave HTR5A ag ctr 4, RTF Ca sens act 2, SR-BI HDL uptake 3, CDK5 inh 1.4, dFosB activator 3, Rtt109 Vps75 -6, Wnt bcat act 23, SR-BI DiI-HDL act -3 and PvdQ inh -52.

Nothing new here: 5 of the compounds above.
COc1cc(-c2nc(S(=O)(=O)c3ccc(C)cc3)c(N3CCOCC3)o2)cc(OC)c1OC was read as HTR5A ag ctr 5, RTF Ca sens act -4, SR-BI HDL uptake 2, CDK5 inh -1.5, dFosB activator -5, MITF act -11, Rtt109 Vps75 2, SR-BI DiI-HDL act -2 and PvdQ inh -14.
For Cc1cccc(NC(=O)CCCn2c(=S)[nH]c3ccccc3c2=O)c1 the results were HTR5A ag ctr -3, RTF Ca sens act -4, SR-BI HDL uptake 13, CDK5 inh -1.2, dFosB activator 25*, MITF act -11, Rtt109 Vps75 -5, Wnt bcat act -3, SR-BI DiI-HDL act -13 and PvdQ inh -8.
For COCCCn1c(SCC(=O)N2CCc3ccccc32)nnc1-c1ccco1 the results were HTR5A ag ctr 4, RTF Ca sens act 1, SR-BI HDL uptake 7, CDK5 inh 0.3, dFosB activator -8, Rtt109 Vps75 4, SR-BI DiI-HDL act -7 and PvdQ inh -19.
Screening COc1ccc(NC(=O)CCNS(=O)(=O)c2ccccc2F)cc1S(N)(=O)=O returned HTR5A ag ctr 8, RTF Ca sens act 1, CDK5 inh -1.0, dFosB activator 1, MITF act 5, Rtt109 Vps75 -11, Wnt bcat act -1 and PvdQ inh -12.
`CCOC(=O)c1cn[nH]c1NC(=S)Nc1ccc(OC)cc1` gave HTR5A ag ctr 4, RTF Ca sens act 2, SR-BI HDL uptake 3, CDK5 inh 1.4, dFosB activator 3, Rtt109 Vps75 -6, Wnt bcat act 23, SR-BI DiI-HDL act -3 and PvdQ inh -52.

Next results follow:
`CCn1c(CNc2ccc(F)cc2)nnc1SCCN1CCCCC1` gave HTR5A ag ctr 4, RTF Ca sens act 3, SR-BI HDL uptake -9, CDK5 inh -1.3, dFosB activator -2, Rtt109 Vps75 4, Wnt bcat act -3, SR-BI DiI-HDL act 9 and PvdQ inh -4.
Screening CCOC(=O)CNC(=O)CSc1cc(C)nc2ccc(OC)cc12 returned HTR5A ag ctr -1, RTF Ca sens act 3, SR-BI HDL uptake 6, CDK5 inh -1.5, dFosB activator -1, MITF act 1, Rtt109 Vps75 -1, Wnt bcat act -9, SR-BI DiI-HDL act -6 and PvdQ inh -10.
CCOc1nc(Nc2ccc(F)cc2)nc(N2CCN(c3ccc(OC)cc3)CC2)n1 was read as HTR5A ag ctr -1, RTF Ca sens act -1, SR-BI HDL uptake 55, CDK5 inh 0.3, dFosB activator -9, MITF act 10, Rtt109 Vps75 -3, SR-BI DiI-HDL act -55 and PvdQ inh -14.
For O=C(NCCS(=O)(=O)N1CCCCCC1)c1ccc(F)cc1 the results were HTR5A ag ctr -3, RTF Ca sens act -1, SR-BI HDL uptake -28, CDK5 inh -0.2, dFosB activator 0, MITF act -2, Rtt109 Vps75 1, Wnt bcat act 1, SR-BI DiI-HDL act 28 and PvdQ inh -10.
Cc1ccc(NC(=O)c2cc(-c3cccs3)on2)cc1 was read as HTR5A ag ctr -1, RTF Ca sens act 3, SR-BI HDL uptake 13, CDK5 inh -0.5, dFosB activator 5, Rtt109 Vps75 2, Wnt bcat act 56*, SR-BI DiI-HDL act -13 and PvdQ inh 5.
`O=C(CSCc1ccco1)N1CCc2ccccc21` gave HTR5A ag ctr 7, RTF Ca sens act -3, SR-BI HDL uptake -10, CDK5 inh -0.2, dFosB activator -9, MITF act 71, Rtt109 Vps75 5, SR-BI DiI-HDL act 10 and PvdQ inh 86*.
For CC12CCC(=O)C=C1C(F)CC1C2C(O)CC2(C)C1CCC2(O)C(=O)CO (configuration not stated) the results were HTR5A ag ctr -1, RTF Ca sens act 8, SR-BI HDL uptake -5, CDK5 inh -0.4, dFosB activator 2, MITF act 18, Rtt109 Vps75 18, Wnt bcat act 0, SR-BI DiI-HDL act 5 and PvdQ inh 9.
`CCn1nnnc1SCC(=O)NCc1cccs1` gave HTR5A ag ctr -5, RTF Ca sens act 2, SR-BI HDL uptake -5, CDK5 inh 0.3, dFosB activator 10, MITF act 3, Rtt109 Vps75 5, SR-BI DiI-HDL act 5 and PvdQ inh -19.
